FXIIa inh 1536 – blocks human coagulation factor XIIa protease activity | purified FXIIa, Boc-QGR-AMC fluorogenic substrate, 2 h | P00748 | inhibition, % at 5 µM | 220,000 tested, 0.3% active; in the data active = inhibition above about 40%;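 note: 0% = enzyme with no compound and 100% = blank without enzyme; many of its hits are not listed in these tables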
FXIa inh – factor XIa (human) inhibition | P03951 | purified FXIa, Boc-Glu-Ala-Arg-AMC fluorogenic substrate | inhibition, % at 5 µM | 220,000 tested, 0.14% active;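 active = inhibition of at least 40%; inactive = inhibition below 40%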;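 note: fluorescence of freed AMC excited at 355 nm; 0% = enzyme without compound and 100% = no enzyme blank; many of its hits are not listed in these tables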
KLK5 inh – inhibitors of human kallikrein 5; Q9Y337; recombinant hK5, fluorogenic AMC substrate cleavage; inhibition, % at 5 µM; 210,000 tested, 0.59% active; AID 873;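 active = inhibition of 40% or more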;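 note: 0% = enzyme controls without compound and 100% = no-enzyme blanks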
Target sequence (Q9Y337 67-293 limits assumed): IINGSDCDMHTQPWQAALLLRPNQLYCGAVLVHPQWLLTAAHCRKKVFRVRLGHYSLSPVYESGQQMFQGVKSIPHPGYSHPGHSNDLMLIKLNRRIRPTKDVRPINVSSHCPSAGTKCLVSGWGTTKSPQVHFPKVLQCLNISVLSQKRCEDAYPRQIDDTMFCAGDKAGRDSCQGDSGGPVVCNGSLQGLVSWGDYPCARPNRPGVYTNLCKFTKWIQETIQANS
Hck-Nef inh – blocks Nef-activated human Hck kinase; P08631; Recombinant Hck-YEEI plus Nef, Z-Lyte FRET kinase assay; inhibition, % at 20 µM; 220,000 tested, 0.68% active; AID 463187;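 active = Hck-Nef kinase inhibition above about 50%, limit read from the data; inactive = inhibition below that limit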;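 note: 0% = DMSO with Hck plus Nef and 100% = Hck alone without Nef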
Runt-CBFb FRET – inhibitors of human RUNX1 Runt domain binding to CBFb; Cerulean-Runt/Venus-CBFb FRET ratio 530/480, 1 h; inhibition, % at 20 µM; 220,000 tested, 0.46% active;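 active = inhibition over about 50% at 20 µM in the single-dose screen, limit read from the data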;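 note: 0% = DMSO wells and 100% = excess unlabeled CBFb competitor control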
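Doses: 20 µM compound in 1% DMSO | Material: Cerulean-labeled Runt domain protein | Amount: Each fluorescent fusion protein 100 nM | Schedule: Two 1 h room-temperature incubations shielded from light | Measured by: FRET fluorescence | Evaluation: Loss of energy transfer signal | Controls: Unlabeled CBFb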
Wee1 degr inh – inhibitors of human Wee1 degradation. P30291. HeLa Luc-Wee1K328M stability, luciferase luminescence; 100% = proteasome inhibitor MG132 effect. reporter increase, % at 5 µM. AID 1321. 220,000 tested, 1.2% active;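 active = activation above the mean of all tested compounds plus 3 SD, set per screening run, cut at about 8.8% in these data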;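 note: cells exposed to compound for 20 h before luminescence read; 0% = DMSO alone and 100% = MG132 at 30 µM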
Target sequence (P30291 whole entry K328M): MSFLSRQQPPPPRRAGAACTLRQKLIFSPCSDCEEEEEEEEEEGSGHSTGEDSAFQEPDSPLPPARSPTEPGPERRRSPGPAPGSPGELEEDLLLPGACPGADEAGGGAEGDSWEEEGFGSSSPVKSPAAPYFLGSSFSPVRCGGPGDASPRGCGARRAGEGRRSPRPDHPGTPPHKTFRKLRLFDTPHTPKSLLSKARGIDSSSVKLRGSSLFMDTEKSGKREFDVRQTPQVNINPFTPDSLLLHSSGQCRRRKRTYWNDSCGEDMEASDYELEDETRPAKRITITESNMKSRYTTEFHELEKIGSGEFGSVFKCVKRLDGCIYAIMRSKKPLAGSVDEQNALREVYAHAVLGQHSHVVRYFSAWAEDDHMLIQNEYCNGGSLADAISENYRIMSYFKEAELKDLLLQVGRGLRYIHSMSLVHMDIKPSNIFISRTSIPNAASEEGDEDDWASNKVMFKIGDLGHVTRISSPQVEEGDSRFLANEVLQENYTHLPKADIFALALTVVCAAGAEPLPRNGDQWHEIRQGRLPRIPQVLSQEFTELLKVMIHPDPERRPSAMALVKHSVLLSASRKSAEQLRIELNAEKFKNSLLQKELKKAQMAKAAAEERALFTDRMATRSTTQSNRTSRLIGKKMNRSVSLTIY
14-3-3 Bad inh – disrupts binding of bovine 14-3-3 zeta to phospho-Bad peptide; P63103; TR-FRET 14-3-3zeta/Dy647-pBad peptide displacement, 1 h; inhibition, % at 21.7 µM; 220,000 tested, 0.71% active;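 active = inhibition above about 70%, limit read from the data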;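 note: 0% = full 14-3-3 plus peptide FRET controls and 100% = background without 14-3-3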
Runt-SMMHC FRET – blocks binding of human RUNX1 Runt domain to CBFb-SMMHC. inhibition, % at 20 µM. 220,000 tested, 0.74% active. AID 1434. Cerulean-Runt/Venus-CBFb-SMMHC FRET ratio 530/480, 1 h;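 active = mean inhibition across duplicate retests at 20 µM reaching about 50%, limit read from the data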;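 note: 0% = DMSO wells and 100% = wells with excess untagged CBFb-SMMHC; inhibitors lower the FRET ratio by blocking Runt binding to CBFb-SMMHC; some results filed as inactive read as strong as hits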
thrombin 1536 – thrombin (human) inhibition. inhibition, % at 5 µM. 220,000 tested, 0.26% active. P00734. alpha-thrombin, Boc-VPR-AMC fluorogenic substrate cleavage;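 active = inhibition at or above 40%; inactive = inhibition below 40%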;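 note: 0% = enzyme with no compound and 100% = wells without enzyme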
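System: human alpha-thrombin protein; Compound dosing: one concentration per compound, 5 µM, with 0.2% DMSO; Timing: reaction at room temperature; Technique: AMC fluorescence, 355/460 nm; Controls: enzyme without compound as high, wells lacking enzyme as low.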
The depositor's hits bear a star; . = no result given; [ ] = another dose, or the depositor's remark.

cpd	Compound	FXIIa inh 1536	FXIa inh	KLK5 inh	Hck-Nef inh	Runt-CBFb FRET	Wee1 degr inh	14-3-3 Bad inh	Runt-SMMHC FRET	thrombin 1536
1	Cc1ccc(/C=N/Nc2nc(C(C)(C)C)cs2)o1	3	5	-4	-3	15	2	5	-2	-3
2	O=C(COC(=O)CNS(=O)(=O)c1ccccc1)Nc1ccc(Cl)cn1	-11	-2	-9	-2	0	2	-1	-1	-2
3	Cc1cc(C)cc(NC(=S)N2CCN(c3ncc(C(F)(F)F)cc3Cl)CC2)c1	10	4	-2	5	0	-2	-7	1	-2
4	CC1=NN(C(=S)Nc2ccccc2)C(C)(C)C1	6	-1	0	20	1	-4	-14	0	-9
5	S=C(NCCc1ccc(Cl)cc1)NC1CCCC1	24	28	19	-10	0	0	-7	1	22
6	CCOC(=O)C1CCN(C(=O)CSc2ccc(Cl)cc2)CC1	17	9	35	13	-3	-1	-2[fluorescence artefact?]	0	26
7	CC(=O)N1CCc2cc3nc(C)cc(C)c3cc21	-4	-8	1	2	-2	-2	34	-1	-5
8	O=C(Nc1ccc(S(=O)(=O)Nc2nccs2)cc1)c1cccc(S(=O)(=O)N2CCOCC2)c1	6	0	1	17	1	-3	4	-4	0
9	Cc1onc(-c2c(F)cccc2Cl)c1-c1nnc(-c2cccc3ccccc23)o1	2	1	12	5	2	6	-2	-4	-5
10	CC12CN(C(=O)c3ccc(Cl)cc3)C3(C#N)CC1CCC23C (stereo not drawn)	-1	0	-1	2	-1	0	18[fluorescence artefact?]	-3	-5

Next entries
cpd	Compound	FXIIa inh 1536	FXIa inh	KLK5 inh	Hck-Nef inh	Runt-CBFb FRET	Wee1 degr inh	14-3-3 Bad inh	Runt-SMMHC FRET	thrombin 1536
11	CCOC(=O)Cn1c(CN2CCOCC2)nc2c1c(=O)n(C)c(=O)n2C	7	0	-1	-5	2	1	13	-6	-6
12	CC(C)N(C(=O)CSc1nnc(NC(=O)Cc2cccs2)s1)C(C)C	7	-3	0	-7	0	-3	-6	-6	-4
13	CC(C)c1ccc(NC(=O)C2CCCCC2C(=O)O)cc1 (stereo not drawn)	3	0	-3	-3	0	0	-5	2	-9
14	CCN(CC)CCN1C(=O)c2ccccc2NC1c1cc(OC)c(OC)c(OC)c1 (stereo not drawn)	1	-5	-44	2	1	0	.	1	-4
15	Cc1c(C(=O)N2CCC(Cc3ccccc3)CC2)sc2ncnc(N3CCC(C)CC3)c12	10	-3	-7	17	-2	-1	-12	-1	-10
16	Cc1ccc(S(=O)(=O)N2CCOCC2)cc1NC(=O)COC(=O)c1cc(=O)c2ccccc2o1	12	3	3	0	0	-1	3	8	16
17	CCN(CC)CCN1C(=O)C(=O)/C(=C(/O)c2ccccc2)C1c1ccccc1F (stereo not drawn)	11	-3	3	2	-1	2	25	2	-1
18	CCc1ccc(NC(=S)NCc2cccnc2)cc1	7	0	-2	7	1	-2	-3	3	-4
19	CC(C)(CO)NCc1ccccc1OCC(=O)Nc1ccccc1	8	-10	-7	12	1	0	3	-1	-4
20	CN(C)CCNc1ncnc2ccccc12	6	5	-8	0	0	-1	6[fluorescence artefact?]	-3	1

11 entries out of the list, sorted by heavy-atom count, smallest number first.
cpd	Compound	FXIIa inh 1536	FXIa inh	KLK5 inh	Hck-Nef inh	Runt-CBFb FRET	Wee1 degr inh	14-3-3 Bad inh	Runt-SMMHC FRET	thrombin 1536
7	CC(=O)N1CCc2cc3nc(C)cc(C)c3cc21	-4	-8	1	2	-2	-2	34	-1	-5
18	CCc1ccc(NC(=S)NCc2cccnc2)cc1	7	0	-2	7	1	-2	-3	3	-4
13	CC(C)c1ccc(NC(=O)C2CCCCC2C(=O)O)cc1 (stereo not drawn)	3	0	-3	-3	0	0	-5	2	-9
10	CC12CN(C(=O)c3ccc(Cl)cc3)C3(C#N)CC1CCC23C (stereo not drawn)	-1	0	-1	2	-1	0	18[fluorescence artefact?]	-3	-5
19	CC(C)(CO)NCc1ccccc1OCC(=O)Nc1ccccc1	8	-10	-7	12	1	0	3	-1	-4
12	CC(C)N(C(=O)CSc1nnc(NC(=O)Cc2cccs2)s1)C(C)C	7	-3	0	-7	0	-3	-6	-6	-4
17	CCN(CC)CCN1C(=O)C(=O)/C(=C(/O)c2ccccc2)C1c1ccccc1F (stereo not drawn)	11	-3	3	2	-1	2	25	2	-1
14	CCN(CC)CCN1C(=O)c2ccccc2NC1c1cc(OC)c(OC)c(OC)c1 (stereo not drawn)	1	-5	-44	2	1	0	.	1	-4
15	Cc1c(C(=O)N2CCC(Cc3ccccc3)CC2)sc2ncnc(N3CCC(C)CC3)c12	10	-3	-7	17	-2	-1	-12	-1	-10
8	O=C(Nc1ccc(S(=O)(=O)Nc2nccs2)cc1)c1cccc(S(=O)(=O)N2CCOCC2)c1	6	0	1	17	1	-3	4	-4	0
16	Cc1ccc(S(=O)(=O)N2CCOCC2)cc1NC(=O)COC(=O)c1cc(=O)c2ccccc2o1	12	3	3	0	0	-1	3	8	16

The listing continues:
cpd	Compound	FXIIa inh 1536	FXIa inh	KLK5 inh	Hck-Nef inh	Runt-CBFb FRET	Wee1 degr inh	14-3-3 Bad inh	Runt-SMMHC FRET	thrombin 1536
21	O=C(CCSCCc1ccccn1)Nc1cccc([N+](=O)[O-])c1	10	1	2	24	0	0	-12	-2	10
22	O=C(CN(Cc1cccs1)C(=O)CNS(=O)(=O)c1ccc(F)cc1)NCc1ccco1	3	4	2	0	-2	1	-10	2	3
23	C/C=C/C=C/C(=O)N1CC[C@]23c4ccccc4N[C@H]4N(C)c5cccc6c5[C@]42CCN([C@H]6C2OC2(C)C)[C@H]13 (stereo partly drawn)	12	5	3	28	2	.	-4	-1	3
24	O=C(CC(O)(C(F)(F)F)C(F)(F)F)Nc1ccc(Cl)c(Cl)c1	6	-8	-6	-19	3	-1	-1	1	-4
25	O=C(NC1CCS(=O)(=O)C1)c1cccc(S(=O)(=O)N2CCCCCC2)c1 (stereo not drawn)	14	2	3	-5	-2	1	3	0	-3
26	CCOc1cc2c3c(c1)C1(C(=O)N3C(C)(C)CC2C)C(C#N)=C(N)N2C(=C1C#N)Nc1ccccc12 (stereo not drawn)	8	8	-19	3	-2	4	-13	-1	-7
27	CCOC(=O)N1CCN(C(=O)c2ccc3nc(N4CCCCC4)sc3c2)CC1	2	-5	-8	-1	1	-1	0	8	-8
28	Oc1ccccc1-c1nc(/C=C/c2ccccc2)nn1-c1ccccc1	10	1	-1	0	-2	9.6*	15	-3	4
29	O=C(O)c1nn(CC(=O)N(C2CCCCC2)C2CCCCC2)c(=O)c2ccccc12	2	-7	-6	17	-4	6	-1	2	-5
30	Cc1ccc(-c2nc3ccccc3c(=O)n2NC(=S)N(C)C)cc1	3	2	-8	0	36	2	7	17	-8

Going on with the list:
cpd	Compound	FXIIa inh 1536	FXIa inh	KLK5 inh	Hck-Nef inh	Runt-CBFb FRET	Wee1 degr inh	14-3-3 Bad inh	Runt-SMMHC FRET	thrombin 1536
31	CCCCNC(=O)CSc1nc2ccsc2c(=O)n1C1CCN(C(=O)OCC)CC1	5	4	1	0	0	-2	4	0	-21
32	CC(NC(=S)NCCc1ccccc1)C(c1cccs1)N1CCN(Cc2ccccc2)CC1 (stereo not drawn)	12	8	0	-4	-2	0	-1	-4	1
33	O=C(/C(=C/O)N=Nc1ccccc1)c1ccncc1	1	-29	7	-2	-2	-1	6[fluorescence artefact?]	3	-6
34	O=C(c1ccc([N+](=O)[O-])cc1)N1CCSC1c1ccccc1 (stereo not drawn)	9	6	-12	3	-5	2	-3	0	-18
35	CCOC(=O)Cc1csc(NC(=O)/C=C/c2ccc(OC)cc2)n1	11	4	-2	1	-2	5	-2	0	11
36	O=C(CCCC(=O)OCC(=O)c1cccs1)Nc1ccc(Oc2ccccc2)cc1	3	-2	5	0	-5	5	-5[fluorescence artefact?]	-12	-3
37	C=CCn1c(=S)sc2c(=O)[nH]cnc21	4	-3	-4	9	-1	6	-15	-1	-5
38	CCn1c(C)c(C(C)=O)c(N2CCCCC2)nc1=S	-2	-4	1	-3	1	-2	-2	1	-6
39	CCOc1ccc(C(C(=O)NC2CCCCC2)N(C(=O)Cc2cccs2)c2ccc(-n3cnnn3)c(OC)c2)cc1 (stereo not drawn)	-2	-4	-15	2	-3	0	3	-2	-4
40	CN(C)C(=O)CN(C)S(=O)(=O)c1ccc(Cl)cc1	6	-10	1	0	1	3	-6	-2	-4

(listing goes on)
cpd	Compound	FXIIa inh 1536	FXIa inh	KLK5 inh	Hck-Nef inh	Runt-CBFb FRET	Wee1 degr inh	14-3-3 Bad inh	Runt-SMMHC FRET	thrombin 1536
41	CCc1ccc(NC(=O)C(CC)c2ccccc2)cc1 (stereo not drawn)	12	11	-13	3	-1	1	1[fluorescence artefact?]	-25	-1
42	CCN(CCO)C(=O)C12CCC(C)(C(=O)C1)C2(C)C (stereo not drawn)	11	6	-23	-1	0	-1	-5	5	-4
43	COc1ccccc1NC(=O)CC1COc2ccccc2O1 (stereo not drawn)	19	7	-5	2	1	4	18	5	0
44	Cn1ccnc1SCCC#N	0	-5	0	0	0	0	-2	1	-7
45	CCC(=O)N1CCc2cc(S(=O)(=O)NC(C(=O)NCc3ccccc3)C(C)C)ccc21 (stereo not drawn)	1	-10	-6	3	-3	-1	-13	2	-4
46	NNC(=O)c1csc(COc2cc(Cl)cc(Cl)c2)n1	-4	-4	2	-1	2	2	5	2	-9
47	Cc1cccc(OCC(=O)NCC(=O)N/N=C/c2cccnc2)c1	3	-1	1	8	-1	-2	2	-2	-2
48	CN(C)c1ccc(/C(=N\O)C(F)(F)F)cc1	-6	-10	-3	0	-5	-2	-19	-6	-8
49	COC(=O)[C@H](CCSC)NC(=O)Nc1cccc(C)c1C	5	2	1	-5	0	-2	-3	-1	-3
50	O=C(O)c1cnc(N2CCOCC2)nc1	.	0	5	-48	0	0	0	-1	-3
51	NCC(O)COCCC12CC3CC(CC(C3)C1)C2 (stereo not drawn)	24	14	2	-4	1	-3	10	-4	2

Assay outcomes: PubChem, several laboratories
